High-throughput results: PubChem BioAssay, several laboratories
STK33 kinase inh – inhibitors of human STK33 kinase; 0.073% of 320,000 active; inhibition, % at 10 µM; purified STK33, MBP phosphorylation, ADP-Glo luminescence; AID 2661; Q9BYT3;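 active means inhibition at or above 25%, using the most active replicate where run in duplicate; inactive means inhibition below 25%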
KCNQ2 inh – KCNQ2 channel blockers in CHO-K1 cells – cell-based, FluxOR thallium flux, B-score, primary screen (AID 2156); O88943; 20 min; stronger effect = lower value; 1.1% of 310,000 active; B-score at 10 µM;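 active means fluorescence ratio B-score at most minus 3 library SDs, with starting brightness B-score within 2 library SDs, cut at about -5.5 in these data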
Target sequence (O88943 whole entry, looked up): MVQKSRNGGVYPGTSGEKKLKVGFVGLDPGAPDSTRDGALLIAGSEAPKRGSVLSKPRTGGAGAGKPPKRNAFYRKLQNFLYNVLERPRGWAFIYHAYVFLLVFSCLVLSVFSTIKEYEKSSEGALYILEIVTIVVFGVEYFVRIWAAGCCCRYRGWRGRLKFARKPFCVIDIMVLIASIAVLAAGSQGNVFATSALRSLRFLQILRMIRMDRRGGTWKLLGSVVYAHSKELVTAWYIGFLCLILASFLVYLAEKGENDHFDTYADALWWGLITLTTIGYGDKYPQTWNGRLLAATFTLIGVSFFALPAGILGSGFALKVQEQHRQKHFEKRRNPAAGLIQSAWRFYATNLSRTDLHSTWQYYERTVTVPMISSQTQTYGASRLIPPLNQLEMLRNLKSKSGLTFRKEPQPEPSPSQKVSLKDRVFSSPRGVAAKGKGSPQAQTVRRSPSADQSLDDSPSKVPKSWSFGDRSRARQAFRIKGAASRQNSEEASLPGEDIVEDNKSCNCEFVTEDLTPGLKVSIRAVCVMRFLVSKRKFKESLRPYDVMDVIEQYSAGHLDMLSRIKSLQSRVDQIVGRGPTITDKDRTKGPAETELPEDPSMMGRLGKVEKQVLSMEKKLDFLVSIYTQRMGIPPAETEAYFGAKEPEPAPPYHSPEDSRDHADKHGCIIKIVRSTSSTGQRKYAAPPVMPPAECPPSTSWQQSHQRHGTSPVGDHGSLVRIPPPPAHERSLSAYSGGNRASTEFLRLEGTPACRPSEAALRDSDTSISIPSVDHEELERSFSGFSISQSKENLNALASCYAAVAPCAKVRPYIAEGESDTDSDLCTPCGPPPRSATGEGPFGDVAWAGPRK
OX1R FRET antag – OX1R (human) antagonism | OX1R-expressing cells, FRET antagonist read-out | inhibition, % at 6.6 µM | 1.8% of 330,000 active; in the data active means inhibition mostly above about 38%, no sharp cut-off; inactive means mostly below about 40%;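 further: 0% = agonist challenge alone and 100% = reference antagonist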
* = called active by the depositor; i = inactive; x = not tested or not shown.

Values in the order: KCNQ2 inh | STK33 kinase inh | OX1R FRET antag
- Cc1cc(NS(=O)(=O)c2ccc(NC(=O)COc3ccc(Cl)cc3Cl)cc2)no1
    i | -1.3 | 16
- CC(=O)N1N=C(c2ccc3ccccc3c2)OC12CCCC2
    i | 0.7 | 11
- Cc1ccc(-c2cc(C(=O)N3CCCc4ccccc43)no2)cc1
    i | -1.5 | 21
- O=C(CCNc1n[nH]c(=O)[nH]c1=O)N/N=C/c1ccc(Cl)cc1
    i | -1.9 | 10
- COc1ccc(C(=O)Nc2ccc(O)c3ccccc23)cc1OC
    i | -2.9 | 7
- CC(Sc1nnc(CN2CCCC2)n1Cc1ccccc1)C(=O)Nc1ccccc1 (stereo not given)
    x | 0.1 | 6
- CC(C)Nc1nc(NC(C)C)nc(N(C)n2cnnc2)n1
    i | -0.5 | 11
- O=C(Cn1cnc(S(=O)(=O)N2CCCC2)c1)Nc1cccc(Br)c1
    i | 0.2 | 4
- COc1ccc(C2=NC(C(F)(F)F)(C(F)(F)F)c3c(n(C)c(=O)n(C)c3=O)N2)cc1
    i | 0.8 | 21
- CC(=O)c1ccc(NC(=O)c2ccn[nH]2)cc1
    i | 9.1 | 20
- COC(CN(C)C(=O)C1CCCN(S(=O)(=O)c2ccc3c(c2)oc(=O)n3C)C1)OC (stereo not given)
    i | -1.2 | 13
- C=CCn1cc(C(=O)NCC2CCCO2)c(=O)c2cc(S(=O)(=O)N3CCCCCC3)ccc21 (stereo not given)
    x | -0.5 | 23
- CC(=O)Nc1ccc(NC(=O)c2cc(-n3cnnc3)ccc2Cl)cc1
    i | -0.9 | 12
- CCCCNC(=O)Nc1c(C)cc(SC#N)cc1C
    i | 0.0 | 6
- Cc1cccc(Nc2ccc(S(=O)(=O)N3CCOCC3)cc2[N+](=O)[O-])c1
    x | -0.1 | 11
- Cc1ccccc1C(=O)NC1CCS(=O)(=O)C1 (stereo not given)
    i | -1.7 | 7
- N#Cc1c(NC(=O)CSc2nc3ccccc3s2)sc2c1CCCC2
    i | -0.2 | 26
- CCN(CC)C(=O)c1nc[nH]c1C(=O)N1CCN(C(=O)OC(C)(C)C)CC1
    x | -1.1 | 12
- Oc1ccccc1C1N=C(c2ccccc2)NC(c2ccccc2)=N1
    i | -1.5 | 4
- O=C(Nc1ccccc1C(=O)O)c1cccc(NC(=O)c2ccc(Br)o2)c1
    i | 7.8 | -1
- Nc1nn(-c2ccccc2)c(N)c1N=Nc1ccc2c(c1)OCO2
    i | 3.3 | 12
- C[C@@H]1NC(=O)/C(=C\c2ccccc2Br)NC1=O
    i | -1.1 | -10
- CNC(=O)NC(=O)CSc1nnc(C(F)(F)F)n1C
    i | 0.4 | 23
- COc1ccc2nc(NC(=O)CSc3nnc(-c4ccoc4C)n3C)sc2c1
    i | 2.3 | 72
- CC(=O)N1CCc2cc(S(=O)(=O)CCC(=O)Nc3ccc(Cl)cc3F)ccc21
    i | -0.1 | 21
- CC(=O)c1ccc(OCc2cc(C(=O)N(C)Cc3nc4c(C)cccc4[nH]3)no2)cc1
    i | -1.2 | 26
- C/C(=N/NS(=O)(=O)c1cccc([N+](=O)[O-])c1)c1ccncc1
    i | -0.9 | 11
- COc1ccc(NC(=O)CSc2nc(C)c3c(c2C#N)CCCC3)cc1
    i | -0.2 | 20
- CCN(C(=O)C(C)OC(=O)c1nn(-c2ccccc2C(F)(F)F)cc1O)c1ccccc1 (stereo not given)
    x | 0.7 | 14
- Cc1cccc(N2CCN(C(=S)NCc3ccco3)CC2)c1C
    i | -0.2 | 11

Whole records from above:
`CC(=O)N1N=C(c2ccc3ccccc3c2)OC12CCCC2` is listed as KCNQ2 inh = i; STK33 kinase inh = 0.7; OX1R FRET antag = 11
`CC(=O)c1ccc(NC(=O)c2ccn[nH]2)cc1` is listed as KCNQ2 inh = i; STK33 kinase inh = 9.1; OX1R FRET antag = 20

Further structures:
Values in the order: KCNQ2 inh | STK33 kinase inh | OX1R FRET antag
- O=C(O)CCC(=O)NCCc1cccc(Cl)c1
    i | 0.1 | 10
- COc1ccc(CCNC(=O)NC23CC4CC(CC(C4)C2)C3)cc1
    i | -0.7 | 8
- Cc1ccc(C(=O)N2CCCC(c3ccccc3)=N2)cc1
    i | -3.7 | 64*
- Cc1cc(C)n(/N=C/c2cc([N+](=O)[O-])ccc2O)c(=O)c1
    i | -0.4 | 24
- O=C1C2C3CCC(C3)C2C(=O)N1CNc1ccc(F)cc1 (stereo not given)
    i | -0.9 | 6
- O=[n+]1cc(-c2ccc(F)cc2)n([O-])c2c1CCC2
    i | -1.2 | 40
- O=C(Nc1ccc(NC(=O)c2cccs2)cn1)c1ccco1
    i | -2.7 | 26
- O=C(O)C1CCCCC1C(=O)Nc1ccccc1Cl (stereo not given)
    i | -1.3 | 11
- CC(NC(=O)Cn1c(NCCO)nc2ccccc21)C1CC2CCC1C2 (stereo not given)
    i | -4.0 | 12
- CCOc1ccc(CONS(=O)(=O)c2ccc(NC(C)=O)cc2)cc1Cl
    i | -1.9 | 39
- CC1(C)C[C@@H]2C[C@@](C)(CN2C(=O)c2ccccc2)C1
    i | -1.1 | 8
- N#C/C(=C\c1cc2c(cc1Br)OCO2)C(=O)NCC1CCCO1 (stereo not given)
    i | 0.6 | 3
- Cc1c(C#N)c(N)nc2c3c(sc12)NC(=O)CC3c1ccccc1 (stereo not given)
    i | -1.1 | 13
- C=CC(=O)NCCCc1cc(C(C)(C)C)c(O)c(C(C)(C)C)c1
    i | -0.4 | 21
- Cc1ccnc(NS(=O)(=O)c2ccc(NC(=O)c3snnc3C)cc2)n1
    i | -0.6 | -3
- O=C(NNC(=O)c1ccc2ccccc2c1O)Nc1ccc(F)cc1
    i | -0.7 | 4
- Cc1[nH]c2ccc(OCc3ccccc3)cc2c1CCN1C(=O)OC(C)(C)C1(C)O (stereo not given)
    i | -0.4 | 13
- CCN(CC)S(=O)(=O)c1ccc(/C=C/C(=O)OCC(=O)Nc2ccc(C(N)=O)cc2)cc1
    i | -1.2 | 9
- Cc1ccc(S(=O)(=O)Nc2ccc3ncccc3c2)cc1
    i | 1.6 | 15
- COc1cc(CCCN2C(=S)NC[C@@H]2Cc2ccccc2)cc(OC)c1OC
    i | -1.7 | 41
- CC(Sc1ccc(S(=O)(=O)N2CCOCC2)cc1[N+](=O)[O-])C(=O)O (stereo not given)
    i | -0.7 | 55
- CCOc1ccc(C2/C(=C(/O)c3ccc(F)cc3)C(=O)C(=O)N2CCCN(C)C)cc1 (stereo not given)
    i | 0.1 | 14
- CC(C)(C#CC(O)(c1ccccc1)c1ccccc1)N1CCCC1
    i | -0.7 | 4
- COC(=O)CN1C(c2cccc(Cl)c2)=Nc2ccc(Cl)cc2C1c1ccccc1 (stereo not given)
    i | 0.2 | 13
- CC(c1ccc(C(C)(C)C)cc1)S(=O)CC(O)CO (stereo not given)
    i | -1.7 | 9
- Cn1c(=O)c(NCCO)c2c3c(cccc31)C(=O)c1ccccc1-2
    i | -1.2 | 74
- CCn1c(NC(=S)Nc2ccccc2)nc2ccccc21
    i | -1.4 | -3
- O=C(NCCc1ccc(Cl)cc1)c1cc(S(=O)(=O)N2CCCCC2)c[nH]1
    i | 0.3 | 12
- C=CCn1c(N(C)C)nc2c1c(=O)[nH]c(=O)n2C
    i | -0.9 | 5
- COC(=O)CCc1c(C)nn(-c2ccccc2)c1C
    i | 0.3 | 29
- O=C(CCl)Nc1ccc(S(=O)(=O)Nc2nccs2)cc1
    i | -3.3 | -3
- CCOC(=O)[C@@H]1[C@H]2COc3cc(OC)ccc3[C@H]2N2C(=O)N(c3ccc(C(F)(F)F)cc3)C(=O)[C@]12C
    x | -0.6 | 20
- CCN1C(=O)[C@H]2[C@@H](c3ccc(-c4cccc(Cl)c4)c(OC)c3)N[C@@](C)(C(=O)OC)[C@H]2C1=O
    i | -0.2 | 0
- c1cc2c3c(cccc3c1)NC1(CCCCC1)N2
    i | 0.7 | 10
- O=C(CSc1nnc(-c2ccncc2)o1)Nc1cc(Cl)ccc1C(=O)O
    x | -0.2 | 3
- O=C(Nc1ccc(Cl)cc1)NC1CCCC1Cc1ccco1 (stereo not given)
    i | -1.3 | 23
- CN(C)Cc1c(O)ccc2c(=O)c(-c3ccc(Cl)cc3)coc12
    i | -0.2 | 28
- O=C(Cn1c(=O)oc2ccccc21)Nc1nnc(N2CCCCCC2)s1
    i | 0.1 | 4
- COC(=O)[C@H](Cc1ccccc1)NC(=O)C1CCN(C(=O)[C@H](C)NS(=O)(=O)c2ccc(C)cc2)CC1
    i | -1.9 | 3
- COc1ccccc1-n1c(COc2ccccc2-c2ccccc2)nnc1SCC(=O)c1c(N)n(C)c(=O)n(C)c1=O
    i | -1.0 | 0
- CCN1CCN(C2CCCCC2NS(=O)(=O)c2ccccc2)CC1 (stereo not given)
    i | -0.9 | 10
- CCc1[nH]nc2c1C(C(C)C)C(C#N)=C(N)O2 (stereo not given)
    i | -0.1 | 1
- Cc1cc(CNC(=O)[C@H]2C[C@@H]2[C@H](NP(=O)(c2ccccc2)c2ccccc2)c2ccccc2)nn1C
    x | -0.3 | 30
- CCOC(=O)Nc1ccc(S(=O)(=O)Nc2nc(C)cc(C)n2)cc1
    i | -0.1 | 8
- COCCCNC(=O)c1cc(=O)n(Cc2ccc(Cl)cc2)c2ccccc12
    i | -0.3 | 19
- C/C(=N\NC(=O)c1cccnc1)c1ccc(-c2ccccc2)cc1
    i | -0.7 | 10
- CCN(CC(=O)Nc1c(F)cccc1F)C(=O)c1ccc(Sc2nncn2C)c([N+](=O)[O-])c1
    i | -0.6 | 37
- CC1(C)C/C(=C(/C#N)C(N)=O)CCO1
    i | -0.1 | -5
- CCN(CC)S(=O)(=O)c1ccc(N2CCOCC2)c(NC(=O)c2ccc(N3CCCC3=O)cc2)c1
    i | -1.1 | 17
- Cc1[nH]n(C)c(=O)c1[N+](=O)[O-]
    i | -0.3 | 18

In a second layout: entries from further up.
Structure | KCNQ2 inh | STK33 kinase inh | OX1R FRET antag
CC1(C)C/C(=C(/C#N)C(N)=O)CCO1 | i | -0.1 | -5
CCN(CC)S(=O)(=O)c1ccc(N2CCOCC2)c(NC(=O)c2ccc(N3CCCC3=O)cc2)c1 | i | -1.1 | 17

More records follow.
Values in the order: KCNQ2 inh | STK33 kinase inh | OX1R FRET antag
- O=C(NCCSc1c[nH]c2ccccc12)c1c(F)cccc1F
    i | 0.0 | 1
- Cc1cc(-c2nnc(SCC(=O)Nc3ccc(C(F)(F)F)cc3)n2C)no1
    i | -0.1 | 5
- CCOc1ccc(C(=O)OC(C)CN2CCCCC2)cc1 (stereo not given)
    i | -1.3 | 9
- CCOC(=O)c1csc(NC(=O)c2ccc(S(=O)(=O)N(CC)CC)cc2)n1
    i | -1.0 | 7
- Cc1cc(NC(=O)CSc2nnc(COc3cccc(C)c3C)n2C)no1
    i | -0.1 | 21
- COc1ccc(NC(=O)Cc2nnc(SCC(=O)Nc3cc(C)ccc3OC)n2C)cc1
    i | -1.9 | 10
- COc1cccc(/C=N/n2c(SC)nnc2-c2ccccc2)c1OC
    i | 0.3 | 17
- O=C(Nc1ccc(Cl)c(S(=O)(=O)Nc2ccccc2Cl)c1)c1cccs1
    i | -0.6 | 27
- CCOC(=O)c1nnn(-c2nonc2N)c1-c1ccc(Cl)cc1
    i | -1.8 | 12
- CCN1CCN(c2c(Cl)cccc2NC(=O)c2ccco2)CC1
    i | 0.6 | 10

A stretch from the list above:
Values in the order: KCNQ2 inh | STK33 kinase inh | OX1R FRET antag
- O=C(NCCSc1c[nH]c2ccccc12)c1c(F)cccc1F
    i | 0.0 | 1
- Cc1cc(-c2nnc(SCC(=O)Nc3ccc(C(F)(F)F)cc3)n2C)no1
    i | -0.1 | 5
- CCOc1ccc(C(=O)OC(C)CN2CCCCC2)cc1 (stereo not given)
    i | -1.3 | 9
- CCOC(=O)c1csc(NC(=O)c2ccc(S(=O)(=O)N(CC)CC)cc2)n1
    i | -1.0 | 7

Following part.
Values in the order: KCNQ2 inh | STK33 kinase inh | OX1R FRET antag
- NC(=O)c1ccc(C(F)(F)F)n(Cc2cccc(Cl)c2)c1=O
    i | -0.2 | 14
- Cc1nc(-c2cccc3ccccc23)ccc1C(=O)O
    i | -1.9 | 0
- CCN(CC)CCCNCC(=O)Nc1ccc(OC)c(Cl)c1
    i | -1.1 | 9
- CCN(CC)S(=O)(=O)c1ccc(N2CCCCC2)c(NC(=O)/C=C/c2cc(OC)c(OC)c(OC)c2)c1
    -6.4* | -1.7 | 14
- COc1ccc2nc(NC(=O)c3sc4nc(C)cc(C)c4c3N)sc2c1
    i | -2.1 | 32
- Cc1ccc(S(=O)(=O)N2CCOCC2)cc1C(=O)Nc1cccc(S(=O)(=O)N2CCCC2)c1
    i | -1.7 | 16
- Nc1nonc1-n1nnc(C(=O)N/N=C/c2ccccc2F)c1CN1CCc2ccccc21
    i | 0.8 | 17
- Cc1ccc(C(=O)c2ccccc2C(=O)OCC(=O)NCC2CCCO2)cc1 (stereo not given)
    i | -1.5 | 20
- COc1ccc(CC(NC(C)=O)C(=O)NC2CCN(c3nc(C)cc(C)c3C#N)CC2)cc1OC (stereo not given)
    i | -2.3 | 2
- CCCc1ccc(C2C3=C(CC(C)(C)CC3=O)NC3=C2C(=O)c2ccccc23)cc1 (stereo not given)
    i | -0.4 | 29
- COC(=O)c1ccc2c(=O)n(Cc3ccc4c(c3)OCO4)c(=S)[nH]c2c1
    i | 0.5 | -16
- O=C1C=C(c2cccc(O)c2)CCC1
    i | -1.6 | 17
- CCOC(=O)Cn1c(=N)n(Cc2ccccc2F)c2ccccc21
    x | -2.5 | 23
- O=C(O)c1ccc(Cn2nnc3sc4c(c3c2=O)CCCC4)cc1
    i | -7.0 | 23
- O=C(Cn1cnc2ccccc21)N/N=C/C(Br)=C/c1ccccc1
    i | -0.2 | 7
- Cc1cccc(-n2c(O)c(C=NC3CCS(=O)(=O)C3)c3ccccc3c2=O)c1C (stereo not given)
    i | -2.4 | 2
